Mdm2 MdmX PPI = inhibitors of human Mdm2-MdmX association, primary screen, cell-based, luminescence, split luciferase, SaOS-2, uHTS; Protein Mdm4 (Homo sapiens) + E3 ubiquitin-protein ligase Mdm2 (Homo sapiens), …; SaOS-2 split-luciferase Mdm2/MdmX complementation; inhibition, % at 8 µM; hit rate 3% among 330,000; AID 485346, 2010;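 active = inhibition of at least 50% at 8 µM in the primary screen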
Target sequence (O15151 whole entry, looked up): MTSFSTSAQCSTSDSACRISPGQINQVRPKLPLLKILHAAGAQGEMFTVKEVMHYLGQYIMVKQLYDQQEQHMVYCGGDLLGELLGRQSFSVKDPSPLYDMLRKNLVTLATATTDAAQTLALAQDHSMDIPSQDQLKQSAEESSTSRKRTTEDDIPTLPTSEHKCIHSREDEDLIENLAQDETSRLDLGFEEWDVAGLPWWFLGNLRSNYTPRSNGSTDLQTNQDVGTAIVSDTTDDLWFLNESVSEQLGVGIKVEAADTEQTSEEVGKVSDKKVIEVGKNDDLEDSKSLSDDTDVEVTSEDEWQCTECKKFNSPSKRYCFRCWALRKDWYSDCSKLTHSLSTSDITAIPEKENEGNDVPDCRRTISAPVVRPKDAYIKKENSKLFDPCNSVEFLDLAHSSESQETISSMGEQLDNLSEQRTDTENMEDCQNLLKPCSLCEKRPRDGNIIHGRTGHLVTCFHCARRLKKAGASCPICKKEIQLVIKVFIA
Target sequence (Q00987 whole entry, looked up): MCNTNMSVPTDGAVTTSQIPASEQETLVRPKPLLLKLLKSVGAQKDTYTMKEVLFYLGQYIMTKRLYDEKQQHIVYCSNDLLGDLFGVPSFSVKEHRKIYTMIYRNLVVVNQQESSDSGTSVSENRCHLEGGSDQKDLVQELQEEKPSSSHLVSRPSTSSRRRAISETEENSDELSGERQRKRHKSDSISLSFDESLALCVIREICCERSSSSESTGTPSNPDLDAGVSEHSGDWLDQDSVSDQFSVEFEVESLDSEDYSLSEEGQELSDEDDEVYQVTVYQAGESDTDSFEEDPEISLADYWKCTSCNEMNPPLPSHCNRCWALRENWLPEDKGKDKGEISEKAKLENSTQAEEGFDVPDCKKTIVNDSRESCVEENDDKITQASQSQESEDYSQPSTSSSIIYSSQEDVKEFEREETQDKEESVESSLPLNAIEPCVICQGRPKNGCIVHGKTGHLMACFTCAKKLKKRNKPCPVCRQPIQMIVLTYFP
697 NFkB inh = inhibitors of PMA/ionomycin-induced NF-kB reporter, 697 cells, primary screen, B-cell NF-kB inhibitor project, cell-based, luminescence, uHTS; 697 B-cell NF-kB luciferase reporter, 16 h; inhibition, % at 4 µM; hit rate 0.33% among 330,000; AID 435022, 2010; in the data active = inhibition above about 35%
UPR CHOP act = activators of apoptotic CHOP UPR arm, primary screen, cell-based, CHO-CHOP luciferase reporter, luminescence, uHTS; UPR activation; percent of tunicamycin response over DMSO baseline; activation, % at 10 µM; hit rate 0.34% among 330,000; AID 449763, 2010;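 active = at 10 µM dose, activation of 40% or more, normalized to positive control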;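 also: 100% = tunicamycin at 10 µg/mL and 0% = DMSO alone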
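Test system: CHO CHOP reporter cells. Input: 500 CHO-CHOP cells per well. Medium: F12 with 10% FBS. Technique: luciferase luminescence. Measure: percent activation relative to tunicamycin control. Dosing: 10 µM compound, 0.5% DMSO. Timing: 16-18 h cell attachment, then 6 h compound exposure, 37 °C.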
tim10-1 inh = growth inhibitors of tim10-1 mutant yeast, primary screen, luminescence, uHTS. S. cerevisiae tim10-1 ts strain growth, BacTiter-Glo, 24 h. inhibition, % at 20 µM. hit rate 2.2% among 330,000. AID 463190, 2010;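 active = inhibition of at least 40%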;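 also: mutant grown at 25 °C; 0% = DMSO wells with yeast and 100% = wells holding no yeast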
Jurkat NFkB inh = inhibitors of induced NF-kB luciferase reporter, primary screen, TCR NF-kB activation inhibitor project, cell-based, luminescence, uHTS; Jurkat, PMA/ionomycin-induced NF-kB luciferase reporter; inhibition, % at 4 µM; hit rate 0.53% among 330,000; in the data active = inhibition above about 50%
TIM10 inh = growth inhibitors of isogenic TIM10 control yeast, primary screen, counter-screen for tim10-1 yeast inhibitor project, luminescence, uHTS; S. cerevisiae TIM10 strain growth, BacTiter-Glo luminescence, 24 h; inhibition, % at 10 µM; hit rate 1.4% among 330,000;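 active = inhibition of 40% or more at the single tested concentration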;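 also: wild-type TIM10 isogenic control strain grown at permissive 25 °C; 0% = DMSO yeast wells and 100% = minimal medium wells without yeast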
XBP1 UPR activ = activators of adaptive XBP1 UPR arm, primary screen, cell-based, CHO-XBP1 luciferase reporter, luminescence, uHTS. IRE1-XBP1 UPR activation; percent of tunicamycin response, DMSO as zero. activation, % at 20 µM. hit rate 0.33% among 330,000;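 active = versus positive control, 20 µM dose yields 30% or more activation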;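 also: 100% = tunicamycin at 10 µg/mL and 0% = DMSO only wells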
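Assay system: CHO-XBP1 luciferase reporter cells; Schedule: 6 h treatment, 37 °C; Detection: glow luminescence from Steady-Glo reagent; Benchmarks: high control tunicamycin 10 µg/mL final, low control DMSO vehicle only.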
tim23-1 inh = growth inhibitors of tim23-1 mutant yeast, primary screen, luminescence, uHTS; S. cerevisiae tim23-1 growth, BacTiter-Glo luminescence, 24 h; inhibition, % at 20 µM; hit rate 1.3% among 330,000;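 active = growth inhibition of the mutant yeast at or above 50%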;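 also: temperature-sensitive mutant grown at 25 °C; plate controls were DMSO-treated mutant yeast for no effect and medium wells lacking yeast for full effect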
* hit, by the source's call; / = no result given.

(1) CN(C)S(=O)(=O)c1cc(NC(=O)c2cc(=O)[nH]c3ccccc23)ccc1Cl
(2) CCOC(=O)N1CCC(N2Cc3cccc(C(=O)NCc4ccc(OC)cc4)c3C2=O)CC1
(3) CCN(CC)S(=O)(=O)c1csc(C(=O)Nc2ccccn2)c1
(4) COc1ccc(N(CC(=O)NCc2ccccc2)C(=O)CCC(=O)Nc2cc(C)ccn2)c(OC)c1
(5) COc1ccc2[nH]c(=O)c(COC(=O)c3cccs3)cc2c1
(6) CCOC(=O)c1ccc(NC(=O)CNC(=O)C2CCCCC2)cc1
(7) Cc1cc(-c2nn(C)c(=O)c3ccccc23)cc(C)c1O
(8) Cc1n[nH]c(=S)n1-c1ccccc1

compound no.,1,2,3,4,5,6,7,8
tim10-1 inh,14,26,13,9,-5,10,5,-11
697 NFkB inh,7,12,4,14,19,14,8,-4
UPR CHOP act,-0.1,-1.4,1.7,1.4,1.6,1.0,0.0,-0.7
Mdm2 MdmX PPI,3,6,-3,5,-50,4,28,-6
TIM10 inh,-4,13,-13,-15,3,10,13,-19
tim23-1 inh,8,37,18,13,-7,3,4,13
Jurkat NFkB inh,0,-4,-7,5,-15,11,2,1
XBP1 UPR activ,-3,-3,5,-2,2,-2,7,-2

(9) CCSc1nc2c([nH]c3ccccc32)c(=O)n1C
(10) COCCNC(=O)/C(C#N)=C\c1ccc(CNS(=O)(=O)c2ccccc2)o1
(11) CCn1c(=O)cc(OCC(=O)NCc2cccnc2)c2ccccc21
(12) Cc1nc(-n2cc(F)c(=O)[nH]c2=O)c2nc(C)oc2n1
(13) CCN(CC(=O)NCc1ccc(Cl)cc1)C(=O)CSCC(=O)Nc1ccc(C)cc1
(14) CCC(=O)c1ccc(O)c(OC)c1
(15) O=C(CC1Nc2ccccc2NC1=O)Nc1ccccc1 (stereo not drawn)
(16) CCOC(=O)Cc1csc(NC(=O)c2cc(C)on2)n1

compound no.,9,10,11,12,13,14,15,16
tim10-1 inh,10,-6,9,-3,9,-3,18,-19
697 NFkB inh,6,-2,13,18,-15,11,-49,19
UPR CHOP act,-1.6,1.2,0.5,-0.3,-1.8,0.3,0.3,0.4
Mdm2 MdmX PPI,19,6,16,27,8,-1,2,19
TIM10 inh,7,-8,-6,9,-5,0,11,-2
tim23-1 inh,-3,-17,5,-9,-7,1,16,-4
Jurkat NFkB inh,-15,17,-15,10,-10,12,-22,6
XBP1 UPR activ,0,-2,1,1,-1,0,5,-2

(17) O=C(NNS(=O)(=O)c1ccc(Br)cc1)c1cccs1
(18) Cn1ncc([N+](=O)[O-])c1C(=O)NCc1ccccc1
(19) C=CCOC(=O)COc1ccc2c(C)c(C)c(=O)oc2c1C
(20) Cc1ccc(S(=O)(=O)N2CCC(C(=O)Nc3ccc(C(C)C)cc3)CC2)cc1
(21) COc1ccc(-c2c(C#N)c(N)nc3c2CCCC3)cc1OC
(22) CCOc1cc(/C=C2\SC(=N)N(c3nonc3N)C2=O)ccc1OCCN1CCOCC1
(23) Cc1ccc(C)c(S(=O)(=O)N2CCCC2CNC(=O)C(=O)NCCN2CCOCC2)c1 (stereo not drawn)
(24) COc1ccc(N(CC(=O)NCCC2=CCCCC2)S(=O)(=O)c2ccc(C)cc2)cc1OC

compound no.,17,18,19,20,21,22,23,24
tim10-1 inh,14,-6,15,21,12,21,-4,11
697 NFkB inh,-2,12,5,-28,18,4,13,0
UPR CHOP act,-0.9,1.9,2.9,1.2,-0.8,2.4,1.5,-3.3
Mdm2 MdmX PPI,24,22,-5,14,22,20,15,20
TIM10 inh,-13,-10,39,12,-3,24,0,24
tim23-1 inh,19,7,21,34,-1,4,-13,7
Jurkat NFkB inh,-6,17,3,-28,0,3,3,3
XBP1 UPR activ,-1,-2,4,-3,-1,5,0,-6

Among those listed so far, 2 contain a Cl atom:
(1) CN(C)S(=O)(=O)c1cc(NC(=O)c2cc(=O)[nH]c3ccccc23)ccc1Cl
(13) CCN(CC(=O)NCc1ccc(Cl)cc1)C(=O)CSCC(=O)Nc1ccc(C)cc1

compound no.,1,13
tim10-1 inh,14,9
697 NFkB inh,7,-15
UPR CHOP act,-0.1,-1.8
Mdm2 MdmX PPI,3,8
TIM10 inh,-4,-5
tim23-1 inh,8,-7
Jurkat NFkB inh,0,-10
XBP1 UPR activ,-3,-1

(more compounds)
(25) NC(=O)c1cc2ccccc2o/c1=N/NC(=O)c1cccc(F)c1
(26) Cc1ccc(NS(=O)(=O)N2CCOCC2)c(C)c1
(27) CCN(CC)C(=O)[C@H]1C[C@H](CC(=O)NC(C)(C)C)C(=O)N2CCc3c([nH]c4ccc(Cl)cc34)[C@]12C
(28) CCOc1ccc(S(=O)(=O)N2CCC(C(=O)NC3CC3)CC2)cc1C
(29) CN(CCO)CC(O)Cn1cnc2c1c(=O)n(C)c(=O)n2C (stereo not drawn) (tested in a mixture with another compound)
(30) COc1ccc(NS(=O)(=O)c2cccc(-c3nnc4n3CCCCC4)c2)cc1
(31) O=S(=O)(c1ccc(Cl)cc1)N1CCCC1c1nc(-c2ccc(Cl)cc2)no1 (stereo not drawn)
(32) COc1cc(-c2noc(C)c2/C=C/c2ccc(C(=O)O)cc2)cc(OC)c1OC

compound no.,25,26,27,28,29,30,31,32
tim10-1 inh,6,9,21,23,-39,-1,3,12
697 NFkB inh,2,14,10,17,1,2,-16,37*
UPR CHOP act,2.0,0.6,4.1,-1.2,-0.8,0.0,2.5,1.7
Mdm2 MdmX PPI,1,-2,13,35,8,3,-11,-29
TIM10 inh,-14,5,-4,-4,4,1,-20,3
tim23-1 inh,0,13,34,10,-5,-5,-8,9
Jurkat NFkB inh,-13,12,/,-5,-14,8,-9,-20
XBP1 UPR activ,-3,-2,0,-4,-6,1,1,4

(33) COc1ccc2oc(=O)c(C(=O)N3CCCc4ccccc43)cc2c1
(34) S=C(NC1CCCCC1)N1CCN(Cc2ccccc2Cl)CC1
(35) CC(=O)c1cccc(OCC(=O)NC2CCCCCC2)c1
(36) CC(=O)NCc1ccc(-c2csc(NC(=O)CCCc3nc4ccccc4c(=O)[nH]3)n2)cc1
(37) COc1ccc(/C=N/n2cnc3c(sc(=S)n3-c3ccccc3)c2=O)cc1
(38) CC(C)CNC1CCS(=O)(=O)C1 (stereo not drawn)
(39) Cc1cccnc1Nc1ncnc(N)c1[N+](=O)[O-]
(40) COC(=O)C1=C(C)Nc2[nH]c(=S)[nH]c(=O)c2C1c1ccc(O)cc1 (stereo not drawn)

compound no.,33,34,35,36,37,38,39,40
tim10-1 inh,21,8,10,-8,-17,-8,10,1
697 NFkB inh,-1,-10,14,17,-17,13,1,-50
UPR CHOP act,2.8,-1.9,1.4,2.6,0.4,0.4,0.5,-0.9
Mdm2 MdmX PPI,24,13,12,7,-26,11,-20,1
TIM10 inh,23,21,10,0,-14,0,10,17
tim23-1 inh,29,45,17,-3,-7,-2,-4,-22
Jurkat NFkB inh,22,3,-8,2,-20,1,1,-31
XBP1 UPR activ,-3,-2,0,1,8,0,-2,-3

(41) O=C(CN1C(=O)NC2(CCc3ccccc32)C1=O)NCc1ccc(Cl)cc1 (stereo not drawn)
(42) COc1ccc(C)cc1NC(=O)CCN1CCN(c2ccccc2F)CC1
(43) CC(=O)Nc1ccc(NC(=O)Nc2cccc(Cl)c2)cc1
(44) Cc1ccc(C)c(NC(=O)c2cnc3n(c2=O)CCS3)c1
(45) CNC(=O)c1ccc(N(Cc2ccccc2)S(C)(=O)=O)cc1
(46) COC(=O)c1ccc(CNC(=O)[C@@H]2CCCN2S(=O)(=O)c2ccccc2F)cc1
(47) CCC(=O)c1ccc(OCC(=O)Nc2ccc3nc(C)sc3c2)cc1
(48) CCCc1cc(=O)[nH]c(SCC(=O)Nc2sc(C(N)=O)c(C)c2C(=O)OCCOC)n1

compound no.,41,42,43,44,45,46,47,48
tim10-1 inh,-5,11,6,-19,5,-1,8,3
697 NFkB inh,1,2,-1,-27,28,16,5,13
UPR CHOP act,-0.9,-0.4,4.1,1.2,1.3,1.6,2.2,0.6
Mdm2 MdmX PPI,27,-6,2,-32,-3,-30,-15,17
TIM10 inh,-12,4,8,-4,-5,0,10,1
tim23-1 inh,-8,11,0,1,10,13,7,-2
Jurkat NFkB inh,-1,1,-28,-45,-9,-8,12,-1
XBP1 UPR activ,3,-2,-2,0,1,-2,-3,2

(49) CCOc1ccc(N(CC(=O)NCc2ccc(F)cc2)C(=O)c2snc(C(N)=O)c2N)cc1
(50) Cc1cc(N2C(=O)C(O)=C(C(=O)c3ccco3)C2c2cccc(Cl)c2)no1 (stereo not drawn)
(51) COc1ccc(CC(=O)Nc2ccc(-c3noc(-c4ccccc4OC)n3)cc2)cc1
(52) Cc1cc(N2CCCC2)ccc1NC(=O)COc1cccc(C(F)(F)F)c1
(53) O=C(CC(=O)N/N=C\c1ccc(F)cc1)NCCc1ccccc1

compound no.,49,50,51,52,53
tim10-1 inh,7,5,27,7,4
697 NFkB inh,-5,-6,-55,-72,9
UPR CHOP act,2.4,-0.4,13,1.4,4.7
Mdm2 MdmX PPI,5,4,14,22,19
TIM10 inh,3,2,-10,11,-10
tim23-1 inh,1,1,-16,8,13
Jurkat NFkB inh,1,6,-5,26,-2
XBP1 UPR activ,-6,-1,-1,-1,-5

Part of the list above in order of SMILES length, high to low.
(49) CCOc1ccc(N(CC(=O)NCc2ccc(F)cc2)C(=O)c2snc(C(N)=O)c2N)cc1
(46) COC(=O)c1ccc(CNC(=O)[C@@H]2CCCN2S(=O)(=O)c2ccccc2F)cc1
(51) COc1ccc(CC(=O)Nc2ccc(-c3noc(-c4ccccc4OC)n3)cc2)cc1
(52) Cc1cc(N2CCCC2)ccc1NC(=O)COc1cccc(C(F)(F)F)c1
(47) CCC(=O)c1ccc(OCC(=O)Nc2ccc3nc(C)sc3c2)cc1
(45) CNC(=O)c1ccc(N(Cc2ccccc2)S(C)(=O)=O)cc1

compound no.,49,46,51,52,47,45
tim10-1 inh,7,-1,27,7,8,5
697 NFkB inh,-5,16,-55,-72,5,28
UPR CHOP act,2.4,1.6,13,1.4,2.2,1.3
Mdm2 MdmX PPI,5,-30,14,22,-15,-3
TIM10 inh,3,0,-10,11,10,-5
tim23-1 inh,1,13,-16,8,7,10
Jurkat NFkB inh,1,-8,-5,26,12,-9
XBP1 UPR activ,-6,-2,-1,-1,-3,1

Source: PubChem
